Screening data as filed in PubChem.
Artemis inh: inhibitors of human Artemis endonuclease activity; Q96SD1; recombinant Artemis, quenched FAM hairpin cleavage fluorescence; inhibition, % at 10 µM; actives 0.78% (n = 30,000);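 active = at 10 µM dose, at least 30% inhibition, measured as corrected fluorescence normalized to stimulator and neutral control wells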
Target sequence (Q96SD1 whole entry, looked up): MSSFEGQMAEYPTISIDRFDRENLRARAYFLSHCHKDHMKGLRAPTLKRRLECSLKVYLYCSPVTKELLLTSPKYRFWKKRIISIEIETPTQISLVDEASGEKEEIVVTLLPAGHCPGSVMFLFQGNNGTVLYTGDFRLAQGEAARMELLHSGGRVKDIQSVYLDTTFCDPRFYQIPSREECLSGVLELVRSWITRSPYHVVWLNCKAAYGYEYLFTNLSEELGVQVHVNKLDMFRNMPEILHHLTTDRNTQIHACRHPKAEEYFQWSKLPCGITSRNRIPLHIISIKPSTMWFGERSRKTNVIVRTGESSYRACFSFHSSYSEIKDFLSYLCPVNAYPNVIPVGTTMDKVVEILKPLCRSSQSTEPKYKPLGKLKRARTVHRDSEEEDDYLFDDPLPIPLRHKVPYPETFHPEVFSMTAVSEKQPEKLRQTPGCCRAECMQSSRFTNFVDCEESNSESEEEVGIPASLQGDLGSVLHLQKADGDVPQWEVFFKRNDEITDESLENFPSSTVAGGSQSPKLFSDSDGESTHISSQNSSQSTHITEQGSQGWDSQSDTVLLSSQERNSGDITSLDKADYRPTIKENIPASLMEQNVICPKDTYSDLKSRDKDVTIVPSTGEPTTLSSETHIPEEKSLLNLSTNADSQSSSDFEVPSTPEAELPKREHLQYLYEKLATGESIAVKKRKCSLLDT
* = called active by the depositor. Some of the compounds tested; the hit share may differ from the screen's.

Cc1cc(=O)oc2c(C(=O)/C=C/c3ccccc3)c(O)ccc12 was read as Artemis inh 0.
`CCCCn1c(C)cc2cc(O)ccc21` gave Artemis inh 19.
For C=CCN(CC=C)C(=O)C1CC(=O)N(c2ccc(Br)cc2)C1 (configuration not stated) the results were Artemis inh 17.
For Clc1ccsc1-c1ccc2ccccc2n1 the results were Artemis inh 0.
Screening CC(=O)Nc1cccc(N2C(=O)CCC2=O)c1 returned Artemis inh -9.
For CCOC(=O)c1cc(CNC(=O)c2c(C)oc3c2CCCC3)c(C)o1 the results were Artemis inh 13.
`COC(=O)CSc1nnc(CNS(=O)(=O)c2ccc(C)cc2)n1C` gave Artemis inh -7.
Screening CCOC(=O)CCc1c(C)nc2cc(-c3ccc(F)cc3)[nH]n2c1=O returned Artemis inh 0.
`O=C1CCCN1CCCNc1ncnc2c1[nH]c1ccc(Cl)cc12` gave Artemis inh -2.
For O=C(O)c1[nH]c2ccccc2c1-c1ccccc1 the results were Artemis inh 0.
`O=C(Oc1ccc2c(c1)OCO2)c1cccs1` gave Artemis inh 7.
Screening NC(=O)NOCc1ncc(C(F)(F)F)cc1Cl returned Artemis inh 4.
`CC1CCCC(C)N1CC(O)COc1ccc(Cl)cc1` (configuration not stated) gave Artemis inh 0.
For COC(=O)c1ccc(Oc2ccc(C(C)(C)C)cc2)c([N+](=O)[O-])c1 the results were Artemis inh 12.
`CC(C)C(=O)Nc1ccc2c(c1)C(=O)N(CCC(=O)O)C2=O` gave Artemis inh -3.
`CCOC(=O)C1CCN(C(=O)c2ccco2)CC1` gave Artemis inh -10.
Screening COc1cccc(C2C(C(=O)c3cccs3)=C(O)C(=O)N2c2cc(C)on2)c1 (configuration not stated) returned Artemis inh 3.
For Cc1ccc(C(=O)NCCSc2ccc(Cl)cc2)cc1[N+](=O)[O-] the results were Artemis inh 12.
COCCn1c(C)cc(C(=O)CSc2ccc3ccccc3n2)c1C was read as Artemis inh 24.
CCCOc1ccc(/C=N/NC(=O)C2CCCN2S(=O)(=O)c2ccc(Cl)cc2)cc1 (configuration not stated) was read as Artemis inh 9.

Arranged by length of the SMILES (highest first): part of the list above.
Screening COc1cccc(C2C(C(=O)c3cccs3)=C(O)C(=O)N2c2cc(C)on2)c1 (configuration not stated) returned Artemis inh 3.
For COC(=O)c1ccc(Oc2ccc(C(C)(C)C)cc2)c([N+](=O)[O-])c1 the results were Artemis inh 12.
Screening CCOC(=O)CCc1c(C)nc2cc(-c3ccc(F)cc3)[nH]n2c1=O returned Artemis inh 0.
Cc1cc(=O)oc2c(C(=O)/C=C/c3ccccc3)c(O)ccc12 was read as Artemis inh 0.
`O=C1CCCN1CCCNc1ncnc2c1[nH]c1ccc(Cl)cc12` gave Artemis inh -2.

Carrying on.
Screening COC(=O)C(C#N)c1nc2ccccc2nc1N1CCCC1 (configuration not stated) returned Artemis inh 2.
`O=C(OCCCN1C(=O)c2ccccc2C1=O)c1ccco1` gave Artemis inh -9.
For CCCC(CCC)C(=O)NCCN1CCOCC1 the results were Artemis inh 4.
Screening O=c1cc(O)n(-c2ccc(Cl)cc2)c(=S)[nH]1 returned Artemis inh 0.
For CCOc1ccc(NC(=O)NCCCN2CCCC2)cc1 the results were Artemis inh 4.
Screening NC(=O)NC(=O)COC(=O)c1ccccc1Oc1ccccc1 returned Artemis inh 0.
Screening COC(=O)c1ccc(NC(=O)c2cn(-c3ccccc3)nc2-c2ccncc2)cc1 returned Artemis inh 7.
Screening Cc1nc(NNC(=O)c2ccc(Cl)cc2Cl)cc(-c2ccccc2)n1 returned Artemis inh -5.
Screening CCC(C)(C)NC(=O)c1ccc2c(c1)S(=O)(=O)c1ccccc1C2=O returned Artemis inh -2.
COc1ccc2c(c1)SCCC2=O was read as Artemis inh -1.
CCOC(=O)c1ccccc1NC(=O)C(C)Oc1ccccc1 (configuration not stated) was read as Artemis inh 1.
Screening CC(C)c1c(O)nc(SCc2ccccc2)[nH]c1=O returned Artemis inh -10.
For COc1ccc(S(=O)(=O)N2Cc3ccccc3CC2C(=O)Nc2ccc3c(c2)OCO3)cc1 (configuration not stated) the results were Artemis inh 23.
CCC(C)NC(=O)Nc1ccccc1C (configuration not stated) was read as Artemis inh 3.
For O=c1cc2[nH]c3ccccc3c(=O)n2nc1-c1ccccc1 the results were Artemis inh 18.
For CCS(=O)(=O)NCCc1csc(C)n1 the results were Artemis inh 2.
`CCCc1cc(C(=O)N/N=C/c2ccc(C)o2)c2ccccc2n1` gave Artemis inh -3.
Screening CSc1nc(N)c2c3c(sc2n1)COC(C(C)C)C3 (configuration not stated) returned Artemis inh -8.
`COc1ccc(Cl)cc1S(=O)(=O)N1CCN(CC(=O)C(C)(C)C)CC1` gave Artemis inh -6.
CCOC(=O)C1=C(CSc2nc(-c3ccccc3)ccc2C#N)OC(N)=C(C#N)C1c1ccc(OC)cc1 (configuration not stated) was read as Artemis inh 11.

Overlap with the part before: 2 compounds; new compounds follow.
`COc1ccc(Cl)cc1S(=O)(=O)N1CCN(CC(=O)C(C)(C)C)CC1` gave Artemis inh -6.
CCOC(=O)C1=C(CSc2nc(-c3ccccc3)ccc2C#N)OC(N)=C(C#N)C1c1ccc(OC)cc1 (configuration not stated) was read as Artemis inh 11.
For CCN(CCCNC(=O)C1CCN(S(=O)(=O)c2cccc3nonc23)CC1)Cc1ccccc1 the results were Artemis inh 3.
For O=C(CNc1ccc(C(F)(F)F)cc1[N+](=O)[O-])OCC(=O)c1ccccc1 the results were Artemis inh 8.
`Cc1ccc2nc(-c3ccccc3Cl)cc(C(=O)Nc3cc(C)on3)c2c1` gave Artemis inh 2.
`Cc1nn(-c2ccccc2)c2c1C(c1cccs1)C(C#N)=C(N)O2` (configuration not stated) gave Artemis inh 7.
C=CCN=C(NC#N)SCC(=O)NC(C)(C)C was read as Artemis inh -2.
`COc1ccc(CN2CC(C(=O)NCCCN3CCCCCC3)CC2=O)cc1` (configuration not stated) gave Artemis inh -7.
For CCn1c(N)c(C(N)=O)sc1=S the results were Artemis inh -4.
Cc1ccc2nc(C)c(C)nc2c1N was read as Artemis inh -3.
O=C(CSC1=NCCS1)N1CCN(c2ccccc2)CC1 was read as Artemis inh -7.
`COC(=O)c1ccc(NC(=S)NC(=O)c2cc(-c3ccccc3)nc3ccccc23)cc1` gave Artemis inh 3.
For O=Cc1cc2ccccc2nc1SCc1ccc(Cl)c(Cl)c1 the results were Artemis inh 7.
Screening CCOC(=O)C1C2C=CC3(CN(Cc4ccco4)C(=O)C13)O2 (configuration not stated) returned Artemis inh 3.
For O=C(N/C(=C\c1ccc(Br)cc1)c1nc2ccccc2[nH]1)c1ccco1 the results were Artemis inh -9.
Screening COc1ccc(C2/C(=C(/O)c3ccc(Cl)cc3)C(=O)C(=O)N2CCN2CCOCC2)c(OC)c1 (configuration not stated) returned Artemis inh -1.
For Cc1ccc(Cn2ccc(-c3cnc(-c4ccccc4)s3)n2)cc1 the results were Artemis inh -6.
Cc1[nH]nc2c1C(C(C)C)C(C#N)=C(N)O2 (configuration not stated) was read as Artemis inh -2.
For N#Cc1c(N)nc(SCC(=O)NCc2ccc3c(c2)OCO3)c(C#N)c1-c1cccs1 the results were Artemis inh -7.
O=C(Nc1ccc(Cc2ccncc2)cc1)c1ccc(Cl)c([N+](=O)[O-])c1 was read as Artemis inh 11.
For COc1cccc(N(C(=O)c2ccn[nH]2)C2(C(=O)Nc3c(C)cccc3C)CCCCC2)c1 the results were Artemis inh 1.
COc1ccc(Cc2nnnn2CC(=O)O)cc1 was read as Artemis inh 4.
c1ccc(N2N=C(c3cccs3)CC2c2ccco2)cc1 (configuration not stated) was read as Artemis inh -5.
`O=C1NC(c2ccco2)Nc2ccccc21` (configuration not stated) gave Artemis inh -5.
Screening Cc1ccc(-c2cc(C(F)(F)F)n3ncc(C(=O)N4CCN(C)CC4)c3n2)cc1 returned Artemis inh -4.
Screening Cc1nnc(SCC(=O)NCc2ccco2)n1Cc1ccccc1 returned Artemis inh 11.
O=C(O)c1ccccc1OCCOc1ccccc1 was read as Artemis inh -2.
`Nc1ccc(N2CCCCC2)cc1N1CCCCC1` gave Artemis inh 10.
Screening Cc1nn(C)cc1CNC(=O)Nc1ccc(Cl)c(Cl)c1 returned Artemis inh 2.
`COc1ccc(C(=O)c2c(C(F)(F)F)oc3c2C(=O)c2ccccc2C3=O)cc1OC` gave Artemis inh 36*.
Screening CCOc1ccc2nc(SCC(=O)Nc3cc4c(cc3C(C)=O)OCO4)[nH]c2c1 returned Artemis inh 2.
For O=C(CCC(=O)N1CCCc2ccccc21)N1CCN(S(=O)(=O)c2ccccc2)CC1 the results were Artemis inh 4.
For COc1ccccc1NC(=O)CN1CCN(c2ccc(Cl)cc2)CC1 the results were Artemis inh 9.
For Cc1ccc(Oc2cc(C)nc(-c3ccccc3O)n2)cc1 the results were Artemis inh -2.
Screening O=C(CCn1nc(-c2ccc(Cl)cc2)ccc1=O)N1CCN(c2ccccn2)CC1 returned Artemis inh 23.
Screening Cc1ccc(Oc2ncccc2/C=N/OCc2ccc(Cl)c(Cl)c2)cc1 returned Artemis inh 0.
For COc1ccc(S(=O)(=O)N2c3cc(Cl)ccc3Oc3nc4ccccc4nc32)cc1 the results were Artemis inh 4.
CC1=C(C(=O)Nc2ccc(C)cc2)C(c2ccc(C)o2)C2=C(CC(C)(C)CC2=O)N1 (configuration not stated) was read as Artemis inh -8.
Screening CC(C)(C)c1ccc(S(=O)(=O)NCC(=O)Nc2ccc(-c3nc4ccccc4s3)cc2)cc1 returned Artemis inh -1.
COc1ccc(-c2nn(-c3ccccc3)cc2C(=O)Nc2nccs2)cc1 was read as Artemis inh 47*.
For COc1cccc(C(=O)N/N=C(/c2ccccc2)c2ccccn2)c1 the results were Artemis inh 8.
For CC(C)OC(=O)c1c(NS(=O)(=O)c2ccccc2)sc2c1CCCC2 the results were Artemis inh 12.
CC(C)NC(=O)Cn1nc(C(F)(F)F)c2c1CCC2 was read as Artemis inh 3.
`O=C(COc1ccc(S(=O)(=O)NC2CCCCC2)cc1)NC1CCCCC1` gave Artemis inh 0.
For CC(Nc1ccc(Br)cn1)c1cc(Cl)ccc1O (configuration not stated) the results were Artemis inh 4.
CCCOc1ccc2c3c(c(=O)oc2c1OCCC)CCCC3 was read as Artemis inh 7.
Cc1ccc(CC2CC(=O)N(c3nc4ccccc4n3C)C2=O)cc1 (configuration not stated) was read as Artemis inh -4.
For O=C(NC1CCS(=O)(=O)C1)c1ccc(S(=O)(=O)NCC2CCCO2)cc1 (configuration not stated) the results were Artemis inh -7.
Screening CCCCn1cc(C(=O)c2cc(Br)ccc2O)cc(C#N)c1=O returned Artemis inh -1.
Screening O=C(Nc1ccc(NC(=O)c2ccco2)cc1)c1cnccn1 returned Artemis inh 0.
For COc1ccc(-n2cnc3cc(NCc4cccs4)ccc32)cc1 the results were Artemis inh 8.
CC(C)(C)NC(=O)C(=O)NNC(=O)c1ccccc1 was read as Artemis inh -3.
Cc1ccc(-c2cc(C(=O)N/N=C/c3c(C)nn(C)c3C)c3ccccc3n2)cc1C was read as Artemis inh 0.
Screening CC(C)/C=C1\CCCCC1N(C)C(=O)NC(C)C (configuration not stated) returned Artemis inh -9.
COC(=O)C1CSc2[nH]c(=O)sc2C1c1ccc(OC)c(OC)c1 (configuration not stated) was read as Artemis inh -4.
Screening Cc1cccc(Oc2ncnc3onc(C)c23)c1C returned Artemis inh -10.
Screening CNc1nc(SCc2ccccc2Cl)nc2c1CCCC2 returned Artemis inh 7.
CC1CC1C(=O)Nc1nc(-c2ccccc2)cs1 (configuration not stated) was read as Artemis inh -3.
For COc1ccc(S(=O)(=O)N2CCCC2C(=O)Nc2nc3c(s2)CCCC3)cc1 (configuration not stated) the results were Artemis inh 4.
Screening O=C(CCC(=O)c1cccs1)NCc1ccc(Cl)cc1 returned Artemis inh -3.
Cc1ccc(NS(=O)(=O)c2ccc3c(c2)c(=O)n(C)c(=O)n3C)cc1F was read as Artemis inh 12.
For N#Cc1cccc(C(c2nnnn2C2CCCC2)N2CCC(Cc3ccccc3)CC2)c1 (configuration not stated) the results were Artemis inh 9.

For reference, part of the list above:
CC(C)NC(=O)Cn1nc(C(F)(F)F)c2c1CCC2 was read as Artemis inh 3.
`O=C(COc1ccc(S(=O)(=O)NC2CCCCC2)cc1)NC1CCCCC1` gave Artemis inh 0.
For CC(Nc1ccc(Br)cn1)c1cc(Cl)ccc1O (configuration not stated) the results were Artemis inh 4.
CCCOc1ccc2c3c(c(=O)oc2c1OCCC)CCCC3 was read as Artemis inh 7.
Cc1ccc(CC2CC(=O)N(c3nc4ccccc4n3C)C2=O)cc1 (configuration not stated) was read as Artemis inh -4.
For O=C(NC1CCS(=O)(=O)C1)c1ccc(S(=O)(=O)NCC2CCCO2)cc1 (configuration not stated) the results were Artemis inh -7.

(cont.)
For Cc1cc2c(C)nc(Cc3ccccc3)nc2o1 the results were Artemis inh 2.
For c1csc(CN2CCN(Cc3cccs3)C2c2cccs2)c1 the results were Artemis inh -5.
Screening O=C(CSc1nc2cc(Cl)ccc2s1)N1CCN(C(=O)c2ccco2)CC1 returned Artemis inh 12.
CCC1CCCCN1CCCNC(=O)c1ccc(CS(=O)(=O)Cc2ccccc2F)o1 (configuration not stated) was read as Artemis inh 2.

Grouped by structure: the entries above with a nitro group on carbon
For COC(=O)c1ccc(Oc2ccc(C(C)(C)C)cc2)c([N+](=O)[O-])c1 the results were Artemis inh 12.
For Cc1ccc(C(=O)NCCSc2ccc(Cl)cc2)cc1[N+](=O)[O-] the results were Artemis inh 12.
For O=C(CNc1ccc(C(F)(F)F)cc1[N+](=O)[O-])OCC(=O)c1ccccc1 the results were Artemis inh 8.
O=C(Nc1ccc(Cc2ccncc2)cc1)c1ccc(Cl)c([N+](=O)[O-])c1 was read as Artemis inh 11.
